High-throughput results deposited in PubChem BioAssay by National Center for Advancing Translational Sciences (NCATS).
S3 lipid droplet – qHTS Assay for Lipid Storage Modulators in Drosophila S3 Cells | Drosophila S3 cells, BODIPY lipid droplet fluorescence, 18-24 h; cells fed with added oleic acid | lipid storage change, negative = inhibition, % at the top dose, mostly 46.1 µM; hits show Potency in µM | hit rate 0.64% among 320,000; active = well fitted inhibition curve with a large enough effect in the signal ratio, with a control signal flat, not every such curve was filed as active; inconclusive = small, poorly fitted or top-dose-only effect, or effect the other way, or a change in a side signal; the % refers to the signal ratio
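Drosophila S3 cells loaded with oleic acid (400 uM, as added) and compounds at several concentrations; lipid droplets imaged by 488-nm laser-scanning cytometry, 500–530 nm intensity and object ratio to cell channel. Percent activity normalized to 20 uM Triacsin C.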
S3 lipid droplet cell count max – recorded beside S3 lipid droplet, whose call it bears; cell number change, %; measured here: cell count max response;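 cells counted by Cell Tracker Red CMTPX staining in the red channel; peak over a dose series mostly up to 46.1 µM; percent activity relative to internal control wells on each plate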
* marks the source's active call; other numbers are inactive results; i = inactive; ? = inconclusive; nt = not tested or not shown; [ ] = remark or other dose. % is scaled to controls: 0 for no effect and ±100 for the full control effect; potency is read from the fitted curve at half-maximal effect. An excerpt; count on the stated rates, not on these rows.

SMILES	S3 lipid droplet	S3 lipid droplet cell count max
Cc1ccc(NC(=O)COC(=O)C2COc3ccccc3O2)cc1 (stereo not given)	?	nt
COc1ccc2c(=O)c(Oc3ccc(C(=O)O)cc3)c(C(F)(F)F)oc2c1	?	nt
COc1ccccc1NC(=O)N1CCC(NC(=O)C(Cc2ccccc2F)NC(C)=O)CC1 (stereo not given)	?	nt
CCN(CC)S(=O)(=O)c1cccc(-c2n[nH]c(=S)n2/N=C/c2ccc(C(=O)OC)cc2)c1	?	nt
COc1cccc(Nc2ccc(N3CCCCC3)cc2)c1OC	?	nt
COc1ccc2c(C)c(C(=O)O)oc2c1	4.2%	15.4
O=C(COC(=O)C1CC(=O)N(c2nc(-c3ccccc3)cs2)C1)c1ccccc1 (stereo not given)	i	-16.9
CCN(C(=O)CSc1nc2cc(C(F)(F)F)ccc2n1Cc1ccccc1)C1CCS(=O)(=O)C1 (stereo not given)	?	nt
Cc1ccnc(NC(=O)c2cc3cc(F)ccc3s2)c1	?	nt
COc1cccc2cc(C(=O)N3CCN(c4ccc(C)cc4C)CC3)c(=O)oc12	i	12.9
COc1ccc(/C=C2\N=C(C)OC2=O)cc1OC	?	nt
NC(=O)CSc1nc2cc3c(cc2c(=O)n1CCCC(=O)NCc1ccc2c(c1)OCO2)OCO3	-0.5%	-4.8
O=c1cc(-c2cccc(Br)c2)oc2cccc(O)c12	-2.9%	-9.1
CC(C)(C)NC(=O)CSc1nnc(-c2ccncc2)o1	?	nt
Cn1c(=O)c2c(nc(SCCN3CCOCC3)n2Cc2cccc3ccccc23)n(C)c1=O	0.2%	6.5
COc1ccc(N2CCN(S(=O)(=O)c3ccc(Cl)s3)CC2)cc1	?	nt
COc1ccc(OCCCC(=O)Nc2ccc3c(c2)OCO3)cc1	18.2%	-0.8
CCOc1ccc(N(CC(=O)NCc2ccccc2)S(=O)(=O)c2ccc(C)cc2)cc1	?	nt
Cc1cc(CNC(=O)C2CCC(=O)N(CCc3cccc(F)c3)C2)on1 (stereo not given)	?	nt
Cc1cc(NC(=O)/C=C/c2cccc(F)c2)n(-c2nc3ccccc3[nH]2)n1	?	nt
CNC(=O)C12CC3CC(C1)CC(c1ccc(C)cc1)(C3)C2	?	nt
COc1ccc(N(CC(=O)NC2CC3CCC2C3)S(=O)(=O)c2ccccc2)cc1Cl (stereo not given)	?	nt
CCC(C)(C)NC(=O)CN(C(=O)c1snc(C(N)=O)c1N)c1ccc2nc(C)sc2c1	17.1%	5.0
O=C(NCCC1=CCCCC1)C(c1ccccc1)c1ccccc1	?	nt
O=C(C1CCN(S(=O)(=O)c2cccc3nsnc23)CC1)N1CCn2c1nc1ccccc12	-11.9%	-15.2

(continued)
SMILES	S3 lipid droplet	S3 lipid droplet cell count max
c1ccc(CNc2nc3ccccc3[nH]2)cc1	?	nt
CC(=O)N1CCc2cc(S(=O)(=O)CCC(=O)NCCc3ccccc3)ccc21	?	nt
Cc1cc(C)n(C(=O)c2ccc([N+](=O)[O-])cc2N)n1	-11.0%	-15.9
CC(Sc1nc(N)cc(=O)[nH]1)C(=O)Nc1sc2c(c1C#N)CCCC2 (stereo not given)	?	nt
Oc1cccc(/C=N/N=C/c2cccc(O)c2O)c1O	-16.3%	-3.1
CCOC(=O)CSc1nc2cc(C(=O)OC)ccc2c(=O)n1CCN1CCOCC1	0.6%	7.9
CC1CCN(CC(=O)Nc2ccc3c(c2)OCO3)CC1	?	nt
Cc1ccc(/C=N/NC(=O)CNC(=O)COc2ccccc2)cc1	6.0%	-10.9
Clc1cccc(C2=NOC(c3nnc(-c4ccccc4)o3)C2)c1 (stereo not given)	?	nt
Nc1ccc(Nc2ccccc2)c(Cl)c1	-12.2%	-17.5
CCOC(=O)COc1ccccc1/C=C1\NC(=O)NC1=O	-4.4%	-11.1
O=C(COC(=O)C1CCN(S(=O)(=O)c2cccs2)CC1)Nc1ccccc1Br	9.6%	-2.0
O=S(=O)(c1ccc(F)cc1)N1CCN=C1SCc1cccc(F)c1	?	nt
CC(NC(=O)c1cc(-c2cccnc2)nc2ccc(Br)cc12)C1CCCO1 (stereo not given)	?	nt
CC1CCN(c2ccc3nnc(CCC(=O)Nc4cccc(F)c4)n3n2)CC1	?	nt
COc1ccccc1C1=NOC(COc2ccc3c(C)cc(=O)oc3c2)C1 (stereo not given)	0.5%	-0.1
COc1ccc(Br)cc1/C=N/n1nnnc1N	?	nt
O=C(CSc1nnc(C2COc3ccccc3O2)o1)N1CCCc2ccccc21 (stereo not given)	?	nt
O=C(CSc1ccccc1)NCc1ccccn1	0.7%	2.0
O=C(Cn1cnc2ccccc21)NCc1ccccc1	?	nt
O=c1c(O)c(-c2ccc(O)cc2O)oc2cc(O)cc(O)c12	?	nt
CC(=O)Nc1ccc(S(=O)(=O)c2ccc(N)cc2)cc1N	?	nt
Cc1cc(OC(=O)c2cc(F)c(F)cc2Cl)nc(C)n1	2.1%	-9.0
O=CN1CCCN(C(=O)CC2C(=O)NCCN2Cc2cccc(Oc3ccccc3)c2)CC1 (stereo not given)	16.8%	nt
CCC(C)C(=O)Nc1ncc2c(n1)CC(c1cccs1)CC2=O (stereo not given)	i	-1.1

Shown as a markdown table: entries from further up.
| smiles | S3 lipid droplet | S3 lipid droplet cell count max |
| --- | --- | --- |
| Cc1cc(C)n(C(=O)c2ccc([N+](=O)[O-])cc2N)n1 | -11.0% | -15.9 |
| CC(Sc1nc(N)cc(=O)[nH]1)C(=O)Nc1sc2c(c1C#N)CCCC2 (stereo not given) | ? | nt |
| Oc1cccc(/C=N/N=C/c2cccc(O)c2O)c1O | -16.3% | -3.1 |
| CCOC(=O)CSc1nc2cc(C(=O)OC)ccc2c(=O)n1CCN1CCOCC1 | 0.6% | 7.9 |
| CC1CCN(CC(=O)Nc2ccc3c(c2)OCO3)CC1 | ? | nt |
| Cc1ccc(/C=N/NC(=O)CNC(=O)COc2ccccc2)cc1 | 6.0% | -10.9 |
| Clc1cccc(C2=NOC(c3nnc(-c4ccccc4)o3)C2)c1 (stereo not given) | ? | nt |
| Nc1ccc(Nc2ccccc2)c(Cl)c1 | -12.2% | -17.5 |
| CCOC(=O)COc1ccccc1/C=C1\NC(=O)NC1=O | -4.4% | -11.1 |
| O=C(COC(=O)C1CCN(S(=O)(=O)c2cccs2)CC1)Nc1ccccc1Br | 9.6% | -2.0 |
| O=S(=O)(c1ccc(F)cc1)N1CCN=C1SCc1cccc(F)c1 | ? | nt |
| CC(NC(=O)c1cc(-c2cccnc2)nc2ccc(Br)cc12)C1CCCO1 (stereo not given) | ? | nt |
| CC1CCN(c2ccc3nnc(CCC(=O)Nc4cccc(F)c4)n3n2)CC1 | ? | nt |
| COc1ccccc1C1=NOC(COc2ccc3c(C)cc(=O)oc3c2)C1 (stereo not given) | 0.5% | -0.1 |
| COc1ccc(Br)cc1/C=N/n1nnnc1N | ? | nt |
| O=C(CSc1nnc(C2COc3ccccc3O2)o1)N1CCCc2ccccc21 (stereo not given) | ? | nt |
| O=C(CSc1ccccc1)NCc1ccccn1 | 0.7% | 2.0 |
| O=C(Cn1cnc2ccccc21)NCc1ccccc1 | ? | nt |
| O=c1c(O)c(-c2ccc(O)cc2O)oc2cc(O)cc(O)c12 | ? | nt |
| CC(=O)Nc1ccc(S(=O)(=O)c2ccc(N)cc2)cc1N | ? | nt |
| Cc1cc(OC(=O)c2cc(F)c(F)cc2Cl)nc(C)n1 | 2.1% | -9.0 |
| O=CN1CCCN(C(=O)CC2C(=O)NCCN2Cc2cccc(Oc3ccccc3)c2)CC1 (stereo not given) | 16.8% | nt |
| CCC(C)C(=O)Nc1ncc2c(n1)CC(c1cccs1)CC2=O (stereo not given) | i | -1.1 |

Later entries:
SMILES	S3 lipid droplet	S3 lipid droplet cell count max
COc1cc(CNc2ccc(CNc3ncn[nH]3)cc2)cc(Cl)c1OCc1ccccc1	?	nt
N#Cc1c2c(c(Nc3ccc(O)cc3)n3c1nc1ccccc13)CCC2	?	nt
O=C(CC1SC(=Nc2ccccc2)N(CCc2ccccn2)C1=O)Nc1ccc(F)cc1 (stereo not given)	?	nt
Cc1cc([N+](=O)[O-])nn1CC(=O)Nc1c(C)n(C)n(-c2ccccc2)c1=O	9.3%	-20.9
COCCOC(=O)C1=C(C)Nc2nc(C)nn2C1c1ccc(F)cc1 (stereo not given)	?	nt
Cc1cccc(C)c1NC(=O)CNC(=O)CCNC(=O)c1ccco1	?	nt
CCc1noc(C)c1C(=O)Nc1ccc(C#N)cc1	?	nt
O=C(NC(=S)NCCN1CCOCC1)c1ccccc1	-0.8%	15.6
Clc1cc(-c2ccc(/C=N/n3cnnc3)o2)ccc1Br	-5.9%	1.8
COC(=O)c1c(NC(=O)CN2C(=O)NC3(CCC(C)CC3)C2=O)sc2c1CCC2 (stereo not given)	20.5%	-11.8
Cc1cc(C)cc(C(=O)OCC(=O)NCCNC(=O)COC(=O)c2cc(C)cc(C)c2)c1	i	18.9
CCOc1ccc(NC(=O)c2ccccc2O)cc1	-9.8%	-0.3
CCOc1ccccc1N1CCN(C(=O)NCc2ccc(Cl)cc2)CC1	?	nt
COc1ccc(OCC(=O)Nc2ccccc2N2CCCCC2)cc1	?	nt
O=C(O)c1ccc(N2CCCS2(=O)=O)cc1	i	11.9
O=C1[C@H]2[C@@H](C(=O)N1c1cccc3ccccc13)C1(C(=O)c3ccccc3C1=O)N1CCC[C@@H]21	?	nt
Cc1cccc(N(C(=O)CCC(=O)Nc2cc(C)on2)C(C(=O)NC2CCCC2)c2cccnc2)c1 (stereo not given)	?	nt
C=CCn1c(SCC(=O)N2CCCC2=O)nc2sc(CC)cc2c1=O	?	nt
COc1ccc(/C(N)=N/O)c(OC)c1	?	nt
O=C(Nc1cccc(-c2csc(-c3ccccc3)n2)c1)c1cccs1	?	nt
O=C(N/N=C1/CC2C=CCC12)c1ccco1 (stereo not given)	?	nt
O=C(c1ccccc1)c1cccc(NC(=O)c2ccc(Br)o2)c1	?	nt
FC(F)(F)c1ccc2c(c1)C1C=CCC1C(c1ccncc1)N2 (stereo not given)	?	nt
CN(C)/C=C/c1onc(-c2ccccc2Cl)c1C#N	?	nt
O=C(Nc1cc(Cl)ccc1N1CCOCC1)c1ccc(Br)o1	i	-9.2

Part of the list above, with two lines to a compound.
Order of results – S3 lipid droplet	S3 lipid droplet cell count max
COc1ccc(OCC(=O)Nc2ccccc2N2CCCCC2)cc1
 : ?	nt
O=C(O)c1ccc(N2CCCS2(=O)=O)cc1
 : i	11.9

(cont.)
SMILES	S3 lipid droplet	S3 lipid droplet cell count max
O=C1/C(=C\c2ccccn2)SC(=S)N1Nc1ncc(C(F)(F)F)cc1Cl	-19.8%	-33.4
Cc1ccc(S(=O)(=O)n2cccc2CO)cc1	i	-12.0
COCCCNC(=O)/C=C/c1ccc(OCc2c(F)cccc2Cl)cc1	-14.2%[9.22 µM]	-17.5
O=C(Nc1cc(N2CCOCC2)ncn1)c1ccccc1	?	nt
Cc1oc2c(C)c3oc(=O)c(CCC(=O)N4CCC(C(=O)NCCC(=O)O)(c5ccccc5)CC4)c(C)c3cc2c1C	?	nt
CS(=O)(=O)N(CC(=O)NCCSCc1ccccc1)c1ccccc1Cl	-25.0%	-23.0
COc1ccc(C2(C(F)(F)F)NC(=O)N(C)C(=O)N2C)cc1 (stereo not given)	-1.8%	-11.7
Cc1ccc(C2CC2C(=O)NN)cc1 (stereo not given)	4.7%	-1.9
CSc1ccc(C(=S)N2CCCCCC2)cc1	12.8%	14.4
Cc1nn(CCCC(=O)NCc2ccccc2)c(=O)c2nn(-c3ccccc3)c(C)c12	24.0%	nt
Cc1ccc(C)c(-n2c(-c3ccc(Br)cc3)csc2=NC(=O)c2ccccc2F)c1	3.1%	13.8
Cc1nonc1C1CCCN1Cc1nc(-c2ccc(F)cc2F)oc1C (stereo not given)	28.1%	4.4
COc1ccc(N(CC(=O)Nc2ccc3c(c2)OCCO3)S(=O)(=O)c2c(C)nn(C)c2C)cc1	?	nt
COC(=O)C(C)Sc1nc2c(cnn2-c2ccccc2)c(=O)[nH]1 (stereo not given)	?	nt
Cc1onc(-c2ccccc2)c1C(=O)NC(=S)NNC(=O)c1ccc(O)cc1	16.7%	nt
CCc1nnc(NC(=O)CC23CC4CC(CC(Br)(C4)C2)C3)s1	4.3%	8.5
O=S(=O)(c1ccccc1)N1CCC2(CC1)CO2	-13.9%	-14.1
Nc1cc(N)nc(SCc2ccccc2)n1	?	nt
COc1ccccc1NC(=O)Nn1cnnc1	10.8%	1.6
COc1ccc(O)c(/C=c2/sc3nc4cc(C)c(C)cc4n3c2=O)c1	?	nt
Cc1cc(OCC(O)CN2CCc3ccccc3C2)ccc1Cl (stereo not given)	2.0%	-13.0
COc1ccc(C(=O)C(C)OC(=O)c2cccc(S(=O)(=O)Nc3cc(Cl)c(OC)cc3OC)c2)cc1 (stereo not given)	19.9%	-7.9
CCCn1cc(NC(=O)c2cc3n(n2)C(C(F)(F)F)CC(c2ccccc2)N3)cn1 (stereo not given)	?	nt
COc1ccc2cc(S(=O)(=O)N3CCCCCC3)ccc2c1	?	nt
Cc1onc(-c2c(F)cccc2Cl)c1C(=O)N1CCc2ccccc2C1	6.4%	-17.4
CCCC[C@@H]1C[C@H]1[C@@H](NC(=O)c1cccs1)c1ccc(Cl)cc1	0.9%	11.4
